# Diaph act CS – activates diaphorase or chemically reduces, flagging diaphorase assay artifacts; Diaphorase/resazurin coupled assay, resorufin fluorescence, 16 min; hits give high values; 1 = vehicle wells, 0 = NADH-free wells; activation factor at 20 µM; actives 0.005% (n = 190,000); AID 1229;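 active means diaphorase activity raised at least twofold by the compound at 20 µM; inactive means activation factor below 2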
#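 System – purified diaphorase enzyme from Clostridium kluyveri · Input – enzyme 0.07 U/mL final · Also added – final NADH 0.114 mM, resazurin 0.1 mM · Measured by – fluorescence of resorufin, 544 nm excitation, 590 nm emission · Timing – 16 min enzyme reaction, ambient temperature · Measure – resorufin increase flagging diaphorase activators or reducers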
# bIAP inh – blocks bovine intestinal alkaline phosphatase activity | 190,000 tested, under 10 active | inhibition, % at 20 µM | AID 1019 | purified bovine IAP, CDP-star luminescence, 30 min;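 active means over 50% inhibition of intestinal alkaline phosphatase at 20 µM in the single-dose screen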
#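 Assay system: bovine IAP enzyme; medium: DEA buffer 100 mM, pH 9.8, with MgCl2 1.0 mM, ZnCl2 0.02 mM; doses: 20 µM single dose; incubation: enzyme reaction for 30 min at room temperature; detection: CDP-star luminescence signal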
# PMI act satM6P – increases human PMI activity with near-saturating mannose 6-phosphate; activation factor at 20 µM; actives 0.34% (n = 190,000); coupled PMI enzyme assay, resazurin fluorescence, 20 min; hits give high values; 1 = untreated enzyme, 0 = substrate-free blank; P34949;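 active means activation factor of 2 or more at 20 µM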
# Target sequence (P34949 whole entry, looked up): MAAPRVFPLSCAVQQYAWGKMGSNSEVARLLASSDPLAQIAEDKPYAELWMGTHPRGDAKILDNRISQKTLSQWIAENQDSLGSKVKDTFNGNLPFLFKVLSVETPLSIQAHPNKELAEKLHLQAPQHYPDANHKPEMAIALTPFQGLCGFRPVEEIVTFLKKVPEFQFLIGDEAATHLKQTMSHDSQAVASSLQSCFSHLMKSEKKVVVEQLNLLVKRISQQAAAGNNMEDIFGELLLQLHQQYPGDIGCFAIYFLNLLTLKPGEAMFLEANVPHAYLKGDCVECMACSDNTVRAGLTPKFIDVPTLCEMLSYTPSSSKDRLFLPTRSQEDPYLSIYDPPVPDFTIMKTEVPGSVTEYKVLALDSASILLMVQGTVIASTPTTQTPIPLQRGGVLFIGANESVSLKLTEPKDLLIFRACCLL
#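 Test system: human phosphomannose isomerase with PGI, G6PDH, diaphorase coupling enzymes; amount: 15 ng/mL PMI; incubation: enzyme reaction with compound 20 min at room temperature; technique: resorufin fluorescence (Ex 544/Em 590 nm) from resazurin via diaphorase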
# PMI act – phosphomannose isomerase (human) activation; purified human PMI, coupled resazurin fluorescence, 20 min; hits give high values; 1 = vehicle control, 0 substrate-free wells; AID 1214; actives 0.005% (n = 190,000); activation factor at 20 µM;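 active means activation factor of 2 or more at 20 µM, relative to plate controls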
# Lmaj promast – Leishmania major promastigote growth inhibition | Leishmania major promastigotes, resazurin fluorescence viability | inhibition, % at 10 µM | actives 9% (n = 200,000); in the data active means inhibition above about 50%;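 further: promastigotes grown with compound for 44 hours at 28 °C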
# bIAP activator – intestinal alkaline phosphatase (bovine) activation. purified bovine IAP, CDP-star luminescence, 30 min; hits give high values; fold of DMSO-control signal, blank-subtracted. activation factor at 20 µM. actives 0.17% (n = 200,000). AID 1016;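 active means activation factor of 2 or more at 20 µM, a signal rise over negative controls twice the positive control's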
# TNAP inh hiacc – inhibitors of human TNAP at high phosphate acceptor concentration. P05186. purified TNAP, CDP-star luminescence, 1 M DEA. inhibition, % at 20 µM. actives 0.03% (n = 200,000);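 active means over 50% inhibition of tissue-nonspecific alkaline phosphatase at 20 µM in the single-dose screen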;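 further: plate controls were DMSO wells for no effect and EDTA-quenched wells as full inhibition for full effect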
# Target sequence (P05186 whole entry, looked up): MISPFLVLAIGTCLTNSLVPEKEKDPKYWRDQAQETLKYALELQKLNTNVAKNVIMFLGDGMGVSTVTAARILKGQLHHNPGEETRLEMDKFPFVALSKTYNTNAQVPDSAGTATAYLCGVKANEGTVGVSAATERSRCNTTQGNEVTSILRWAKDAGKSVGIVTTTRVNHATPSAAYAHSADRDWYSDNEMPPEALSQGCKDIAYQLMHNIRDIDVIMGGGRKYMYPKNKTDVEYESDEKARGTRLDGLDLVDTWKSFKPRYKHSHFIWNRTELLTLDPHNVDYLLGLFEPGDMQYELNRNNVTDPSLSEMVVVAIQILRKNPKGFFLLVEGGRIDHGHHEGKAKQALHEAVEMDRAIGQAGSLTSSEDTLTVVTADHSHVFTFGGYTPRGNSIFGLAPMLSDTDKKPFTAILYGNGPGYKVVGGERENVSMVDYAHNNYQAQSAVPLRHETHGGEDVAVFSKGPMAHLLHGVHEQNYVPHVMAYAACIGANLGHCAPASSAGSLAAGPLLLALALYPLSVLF
# Diaphorase inh – counter-screen for diaphorase-based assays: diaphorase inhibitors and chemical oxidizers; actives 0.69% (n = 190,000); inhibition, % at 20 µM; diaphorase resazurin-to-resorufin fluorescence, NADH, 16 min; bacterial (C. kluyveri) enzyme, not human;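 active means primary screen inhibition at 20 µM above a set limit, cut at about 50% in these data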;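 further: plate controls were DMSO with full reaction for no effect and wells lacking NADH for full effect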
#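 Test system: bacterial diaphorase enzyme (C. kluyveri); Quantity: 0.14 U/mL diaphorase, enzyme working solution; Times: reaction incubation of 16 min at room temperature; Measured by: fluorescence of resorufin formed from resazurin, Ex 544/Em 590 nm; Benchmarks: positive control minus NADH, DMSO neutral control.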
# TNAP inh no acc – inhibitors of human TNAP without phosphate acceptor; P05186; purified TNAP, CDP-star luminescence, 30 min; inhibition, % at 20 µM; actives 0.26% (n = 200,000); AID 1012;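 active means tissue-nonspecific alkaline phosphatase inhibition above about 50% at 20 µM in the single-dose screen, limit read from the data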;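 further: 0% = DMSO negative control and 100% = EDTA positive control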
# TNAP act hi DEA – TNAP (human) activation, high acceptor. activation factor at 20 µM. AID 1136. purified TNAP, CDP-star luminescence, 1 M DEA, 30 min; hits give high values; 0 = EDTA background, 1 = DMSO-only activity. P05186. 200,000 tested, under 10 active;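 active means activation factor at least 2 at 20 µM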
#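 Dosing: 20 µM single point. System: human TNAP. Amount: TNAP 1/800 final. Incubation: 30 min, room temperature. Read-out: TNAP activation factor scaled between EDTA and DMSO control wells. Signal: luminescence from CDP-star hydrolysis. Medium: 1 M DEA, pH 9.8, Mg2+, Zn2+. Control set: EDTA negative control, DMSO positive control.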
# * hit, by the source's call.
cpd	structure	PMI act satM6P	Diaph act CS	PMI act	Lmaj promast	TNAP inh hiacc	bIAP inh	TNAP act hi DEA	TNAP inh no acc	bIAP activator	Diaphorase inh
1	CC(=O)NC(NC(=S)N1CCCCCC1)C(Cl)(Cl)Cl (configuration not stated)	0.9	0.8	1	-1.4	-4.1	6.0	1	-11.4	0.9	15.2
2	CC1Cc2ccccc2N1CC(=O)Nc1ccc2c(c1)OCO2 (configuration not stated)	1	1	1	-13.2	-3.7	12.0	1	-10.5	0.9	2.6
3	CC(NC(=O)c1cnc2n(c1=O)CCS2)c1ccccc1 (configuration not stated)	1.1	1	1.2	-4.5	-1.5	5.8	1	2.1	0.9	2.1
4	O=C(NNC1CC(=O)N(c2ccc(Cl)cc2)C1=O)c1ccccn1 (configuration not stated)	1.1	1	1.1	-6.9	0.0	-25.3	1	1.4	1.3	4.6
5	CCCn1c(SCC(=O)Nc2c(C)cccc2C)nnc1C(C)C	0.9	0.9	1	-4.2	-3.9	-2.0	1	-12.0	1	13.6
6	CCOc1ccccc1C(=O)N(CN1CCCC1=O)c1ccc(C)c(Cl)c1	0.8	0.8	0.9	6.6	-0.8	-1.8	1	-0.6	1	17.3
7	COc1ccc(C(=O)N/C(=C/c2cccs2)C(=O)NC(C)(C)C)cc1OC	1.1	1	1	-0.6	-2.5	7.9	1	-2.6	0.9	3.3
8	CCOc1ccc(C(=O)COC(C)=O)cc1	1	0.8	1	-0.6	-2.3	1.0	1	-7.4	1	22.0
9	CCOC(=O)C(CC)(CC)/C(C)=N/NC(=O)CC#N	1	0.9	1	-2.2	-0.2	-2.8	1	-15.7	1	9.0
10	COc1ccc(S(=O)NC2CCCCC2)c(OC)c1C (configuration not stated)	1	0.9	1	-2.4	-2.8	4.6	1	-12.7	1	5.5

# Following part.
cpd	structure	PMI act satM6P	Diaph act CS	PMI act	Lmaj promast	TNAP inh hiacc	bIAP inh	TNAP act hi DEA	TNAP inh no acc	bIAP activator	Diaphorase inh
11	COc1cc(/C=N/Nc2snc(SC)c2C#N)cc(OC)c1OC	1.4	1	1.3	-0.3	1.6	-2.2	1	-7.4	1	3.6
12	COC(=O)c1ccc(Cl)c(NC(=O)c2ccc(-c3ccccc3)cc2)c1	1.1	1	1	-9.1	-3.1	-0.1	1	-8.5	1	2.6
13	COc1cc(C2C(C#N)=C(N)Oc3c2ccc2ccccc32)ccc1OCC(=O)Nc1ccc(C)cc1 (configuration not stated)	0.8	0.9	0.8	69.1*	-0.2	2.6	1	-4.6	1	9.1
14	COc1cc(-c2nc3n(n2)C(c2ccc(F)cc2)C2=C(CCCC2=O)N3)cc(OC)c1OC (configuration not stated)	0.9	0.9	1	6.9	-5.1	1.9	1.1	-9.1	1	11.2
15	CCOC(=O)C(C)Oc1cccc2c(=O)n(CC(=O)Nc3cccc(OC)c3)ccc12 (configuration not stated)	1	0.9	1	-6.0	-0.1	11.0	1	12.6	0.9	7.3
16	CC(C)C(C(=O)Nc1ncn[nH]1)N1C(=O)c2ccccc2C1=O (configuration not stated)	0.8	0.9	0.9	-3.8	-2.0	6.1	1	-7.1	0.9	14.6
17	O=C(NC(=S)N1CCN(c2ccccn2)CC1)c1ccccc1	1.1	1	1.1	-9.3	5.3	-12.8	0.9	-0.7	1.1	2.2
18	Cc1c(NC(=O)C2(c3ccccc3)CCCC2)c(=O)n(-c2ccccc2)n1C	1	0.9	1	-7.2	-2.5	-9.5	1	-6.4	1.1	9.0
19	COc1cccc(C(=O)N2CCN(Cc3cc(Br)ccc3OC)CC2)c1	1.2	0.8	1.1	10.1	-2.0	10.0	1	-7.6	0.9	19.8
20	Cc1cc(S(=O)(=O)Nc2ccc(N(C)C)cc2)c(C)s1	0.9	0.8	0.9	1.6	-5.3	10.4	1.1	-0.1	0.9	15.0

# Following part.
cpd	structure	PMI act satM6P	Diaph act CS	PMI act	Lmaj promast	TNAP inh hiacc	bIAP inh	TNAP act hi DEA	TNAP inh no acc	bIAP activator	Diaphorase inh
21	COc1ccc(-n2c(O)cnc2Nc2nc(C)cc(C)n2)cc1OC	1	1	1.1	-2.7	-4.1	-42.7	1	-12.2	1.4	-2.8
22	CCN(CC)CCNC(=O)c1c(O)c2c([nH]c1=O)CCCC2	0.8	0.9	1	29.3	-6.0	-4.8	1.1	-3.7	1	13.7
23	CSc1ccccc1-c1n[nH]c(=S)o1	1.2	0.7	1.2	-3.0	-1.6	-15.3	1	-5.6	1.2	31.7
24	O=C(c1cccs1)N(Cc1ccccn1)Cc1ccco1	1.1	1	1.2	-1.4	-1.0	2.7	1	-8.6	1	-1.0
25	O=C(Cc1c(F)cccc1Cl)Nc1cccnc1	1	1	1	-1.0	0.7	5.4	1	-4.3	0.9	0.6
26	O=C(c1ccc(Cl)cc1Cl)C1(n2cncn2)Oc2ccccc2C1O (configuration not stated)	0.9	0.8	0.9	27.5	0.0	0.8	1	-5.9	1	20.8
27	COc1ccc(N2CCN(C(=O)c3ccc4c(=O)n(CCc5ccc(OC)c(OC)c5)c(=O)[nH]c4c3)CC2)cc1	1	1	0.9	3.2	10.3	-4.2	0.9	6.2	1	0.5
28	CCCNC(=O)/C=C/C(=O)O	1	1	1.2	-1.4	-0.3	4.2	1	-11.0	1	1.6
29	CNC(=S)NNC(=O)c1sc2cc(C(F)(F)F)cnc2c1-c1cccnc1	1.1	0.9	1.1	1.8	-1.1	-21.6	1	-89.0	1.2	13.3
30	O=c1cc(O)c2sc(Nc3ccc(F)c(Cl)c3)nc2[nH]1	0.4	0.6	0.6	-3.1	4.7	-8.9	1	-14.3	1.1	43.6

# Next section:
cpd	structure	PMI act satM6P	Diaph act CS	PMI act	Lmaj promast	TNAP inh hiacc	bIAP inh	TNAP act hi DEA	TNAP inh no acc	bIAP activator	Diaphorase inh
31	Cc1ccc(S(=O)(=O)N2CCC(C(=O)C3C(=O)CC(C)(C)CC3=O)CC2)cc1	0.9	0.9	1	-3.0	-0.3	-5.2	1	5.0	1.1	13.7
32	Brc1ccc(Sc2cnc3ccccc3n2)cc1	1	0.9	1	-7.9	-0.3	16.8	1	2.0	0.8	12.6
33	Cc1ccccc1OCc1nc2ccccc2c(=O)n1/N=C/c1cn[nH]c1-c1ccccc1	0.9	0.8	0.9	100.3*	-4.4	4.8	1	-13.6	1	19.6
34	COCCn1c(Sc2nc(C)cs2)nc2c1c(=O)[nH]c(=O)n2C	0.8	0.7	0.9	-1.7	-3.3	16.6	1	-2.7	0.8	29.8
35	O=C(/C=C/c1c(Cl)cccc1Cl)N1CCN(c2ncccn2)CC1	1	0.8	1	45.2	0.4	-1.1	1	-7.0	1	16.1
36	Cc1cc(=O)oc(C)c1C(=O)NC1CC(C)(C)NC(C)(C)C1	0.9	0.9	1	-9.2	-0.1	13.1	1	-8.0	0.9	13.8
37	Cc1csc(SCC(=O)NC(=O)Cc2ccccc2)n1	1.1	1.1	1	-6.3	0.8	23.6	1	-20.5	0.8	-5.2
38	CCOC(=O)c1ccc(S(=O)(=O)N2CCC(C(=O)O)CC2)cc1	1	0.9	1	0.9	-3.8	5.7	1	-4.0	0.9	14.2
39	Cc1ccc(OCC(=O)Nc2ccc(S(=O)(=O)N3CCN(C)CC3)cc2)cc1	1	0.9	1	-3.4	0.0	6.2	1	-5.2	0.9	8.1
40	C/C(=N\N=C1\NC(=O)CC(C(=O)O)S1)c1cccs1 (configuration not stated)	1	1	1	-11.6	-0.8	2.6	1	-2.0	1	4.4

# Next section:
cpd	structure	PMI act satM6P	Diaph act CS	PMI act	Lmaj promast	TNAP inh hiacc	bIAP inh	TNAP act hi DEA	TNAP inh no acc	bIAP activator	Diaphorase inh
41	CCN(CC)CCNc1ncnc2c1sc1nc(N3CCCC3)c3c(c12)CC(C)(C)OC3	0.9	0.8	0.9	100.5*	-1.9	-9.8	1	0.6	1.1	17.0
42	CCOC(=O)N1CCC(NC(=O)CC(NS(=O)(=O)c2ccc(Cl)cc2)c2ccco2)CC1 (configuration not stated)	0.9	0.8	0.9	-5.5	-5.1	8.5	1.1	-13.8	0.9	15.3
43	COc1ccc(NC(=S)NC2CCN(Cc3ccccc3)CC2)cc1OC	1	1	1	22.2	-5.7	0.9	1.1	-10.5	1	1.6
44	O=C(Cn1cnc2c(nnn2Cc2ccccc2F)c1=O)NCC1CCCO1 (configuration not stated)	0.9	1	1	-6.9	-2.4	5.6	1	-7.9	0.9	-1.1
45	CC1(C)CC(C(CCN(Cc2ccccc2)C(=O)c2ccco2)c2ccc(F)cc2)CCO1 (configuration not stated)	0.8	0.7	0.8	38.0	-3.8	-2.4	1	-3.6	1	29.2
46	COc1cc(OC)cc(C(=O)NC(C(=O)O)C23CC4CC(CC(C4)C2)C3)c1 (configuration not stated)	1	0.9	1.1	-4.1	-1.9	-2.5	1	-5.8	1	9.0
47	O=C(O)c1ccc(NS(=O)(=O)c2ccc3c(c2)OCCO3)cc1	1	1	1	-12.2	-5.4	2.4	1.1	-20.8	1	1.2
48	Cc1ccccc1S(=O)(=O)Oc1ccccc1C(=O)Oc1ccccc1	0.9	0.9	0.9	10.8	-3.1	26.3	1	-6.2	0.7	12.3

# Some of the entries so far, with values under each structure.
# Results follow in this order: PMI act satM6P	Diaph act CS	PMI act	Lmaj promast	TNAP inh hiacc	bIAP inh	TNAP act hi DEA	TNAP inh no acc	bIAP activator	Diaphorase inh
1	CC(=O)NC(NC(=S)N1CCCCCC1)C(Cl)(Cl)Cl (configuration not stated)
→ 0.9	0.8	1	-1.4	-4.1	6.0	1	-11.4	0.9	15.2
2	CC1Cc2ccccc2N1CC(=O)Nc1ccc2c(c1)OCO2 (configuration not stated)
→ 1	1	1	-13.2	-3.7	12.0	1	-10.5	0.9	2.6
3	CC(NC(=O)c1cnc2n(c1=O)CCS2)c1ccccc1 (configuration not stated)
→ 1.1	1	1.2	-4.5	-1.5	5.8	1	2.1	0.9	2.1
4	O=C(NNC1CC(=O)N(c2ccc(Cl)cc2)C1=O)c1ccccn1 (configuration not stated)
→ 1.1	1	1.1	-6.9	0.0	-25.3	1	1.4	1.3	4.6
5	CCCn1c(SCC(=O)Nc2c(C)cccc2C)nnc1C(C)C
→ 0.9	0.9	1	-4.2	-3.9	-2.0	1	-12.0	1	13.6
6	CCOc1ccccc1C(=O)N(CN1CCCC1=O)c1ccc(C)c(Cl)c1
→ 0.8	0.8	0.9	6.6	-0.8	-1.8	1	-0.6	1	17.3
7	COc1ccc(C(=O)N/C(=C/c2cccs2)C(=O)NC(C)(C)C)cc1OC
→ 1.1	1	1	-0.6	-2.5	7.9	1	-2.6	0.9	3.3
8	CCOc1ccc(C(=O)COC(C)=O)cc1
→ 1	0.8	1	-0.6	-2.3	1.0	1	-7.4	1	22.0
